# Screening data deposited in PubChem BioAssay by several laboratories.
# HSP90 refold inh – HSP90 inhibitors, primary screen, cell lysate, luminescence; Rabbit reticulocyte lysate, luciferase refolding luminescence, 3 h; Heat shock protein HSP 90 (rabbit reticulocyte lysate; luciferase refolding); actives 0.91% (n = 290,000); inhibition, % at 5.6 µM; AID 1789, 2009;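 active means inhibition above the screen-wide mean plus 3 SD, computed separately per campaign, cut at about 16% in these data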;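 further: 0% = DMSO wells and 100% = 60 µM geldanamycin wells; inhibitors lower the luminescence because luciferase stays unfolded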
# HSF-1 act – HSF-1 activators, primary screen, NIH3T3-HGL cells, MG132 stress, luminescence, single point | NIH3T3-HGL HSF-1 luciferase reporter, 8 h; 100% = twice DMSO control signal | activation, % at 9 µM | actives 1.7% (n = 300,000) | AID 504408, 2011;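 active means mean replicate activation of at least 50% with a set share of replicates each reaching 50%; inconclusive means only one of those two conditions met; inactive means mean below 50% and too few replicates reaching it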;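 further: 0% = median of the neutral control wells and 100% = twice that signal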
# AI-2 QS modul – Vibrio harveyi AI-2 quorum sensing modulators, primary screen, JMH597 strain, luminescence/OD600 ratio. Vibrio harveyi JMH597 AI-2 luminescence/OD600 ratio, 9 h; active compounds read low; strain lacks LuxN and CqsS sensors; 0 = neutral-control median. actives 0.4% (n = 300,000). activity change, % at 7.5 µM; in the data active means activity change below about -75%, passing the limit was not always enough; inconclusive means no clear call, values can overlap the other calls;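 further: luminescence divided by OD600 gain over 9 h not by final OD600 alone; inactives centre near 13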
# GSK3A inh – blockers of GSK3A enzyme activity – biochemical, luminescence, cell-free homogeneous, HTS, primary screen; actives 0.1% (n = 320,000); AID 2650, 2010; inhibition, % at 10 µM; Glycogen synthase kinase-3 alpha (Homo sapiens), P49840; GSK-3 alpha kinase, ADP-Glo luminescence, 60 min;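 in the data active means inhibition above about 50%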;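 further: GST-tagged GSK-3 alpha with peptide substrate and 25 µM ATP; 0% = DMSO neutral wells and 100% = GW8510 positive control wells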
# Target sequence (P49840 whole entry, looked up): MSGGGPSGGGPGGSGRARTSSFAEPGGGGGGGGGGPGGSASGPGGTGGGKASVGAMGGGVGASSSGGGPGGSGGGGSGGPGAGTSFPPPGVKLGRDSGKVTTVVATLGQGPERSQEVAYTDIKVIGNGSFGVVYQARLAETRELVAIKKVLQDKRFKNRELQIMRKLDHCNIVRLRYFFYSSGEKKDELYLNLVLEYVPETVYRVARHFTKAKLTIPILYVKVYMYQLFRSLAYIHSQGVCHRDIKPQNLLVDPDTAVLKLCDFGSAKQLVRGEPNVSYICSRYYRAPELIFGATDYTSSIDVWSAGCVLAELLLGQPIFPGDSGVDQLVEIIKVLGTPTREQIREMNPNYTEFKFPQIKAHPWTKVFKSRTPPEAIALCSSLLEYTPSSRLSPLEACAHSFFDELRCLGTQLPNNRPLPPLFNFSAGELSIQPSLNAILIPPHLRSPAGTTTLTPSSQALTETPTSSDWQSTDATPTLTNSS
# HSF1 inh – HSF1 inhibitors in luciferase reporter cells, primary screen, cell-based, NIH3T3, luminescence. activity change, negative = inhibition, % at 7.5 µM (by protocol). NIH3T3-HGL HSE-luciferase, MG132-induced, luminescence 8 h; active compounds read low. AID 2098, 2009. actives 0.77% (n = 300,000);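 active means more than half of replicate wells show activity change below -50%, luminescence cut by over half; inconclusive means some wells, but at most half, below -50%; inactive means no replicate well below -50%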;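 further: luciferase reports HSF-1 transcriptional activity via heat shock element; 0% = median of DMSO wells and -100% = zero luminescence signal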
# IEC-6 cytotox – cytotoxicity in IEC-6 intestinal epithelial cells, primary screen, cytotoxicity control for KLF5 inhibitor project, cell-based, luminescence. IEC-6 cytotoxicity, luminescence viability. inhibition, % at 5 µM. actives 0.78% (n = 290,000); in the data active means inhibition above about 22%;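 further: 0% = plate median of test compound wells and 100% = cytotoxic reference compound wells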
# KLF5 inh – KLF5 expression inhibitors, primary screen, DLD-1 cells, luminescence; inhibition, % at 5 µM; actives 0.23% (n = 290,000); AID 1700, 2009; DLD-1 KLF5 promoter-luciferase reporter;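 active means inhibition above a per-plate limit of that plate's mean compound inhibition plus 3 SD, cut at about 60% in these data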;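 further: 0% = DMSO wells and 100% = LY294002 at 200 µM; higher means less KLF5 promoter-driven luciferase light; inactives centre near -14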
# GSK3beta inhib – human GSK3beta kinase inhibitors, primary screen, biochemical, cell-free homogeneous, HTS | AID 2097, 2009 | GST-GSK3beta kinase, ADP-Glo luminescence, 60 min; active compounds read low | actives 0.038% (n = 300,000) | activity score (negative = inhibition), % at 10 µM;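 active means more than half of replicate wells score below -50%, meaning over 50% inhibition versus plate controls; inconclusive means some replicates but at most half score below -50%; inactive means no replicate scores below -50%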;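 further: 0% = median DMSO wells and -100% = median GW8510 positive control wells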
# Target sequence (P49841 whole entry, looked up): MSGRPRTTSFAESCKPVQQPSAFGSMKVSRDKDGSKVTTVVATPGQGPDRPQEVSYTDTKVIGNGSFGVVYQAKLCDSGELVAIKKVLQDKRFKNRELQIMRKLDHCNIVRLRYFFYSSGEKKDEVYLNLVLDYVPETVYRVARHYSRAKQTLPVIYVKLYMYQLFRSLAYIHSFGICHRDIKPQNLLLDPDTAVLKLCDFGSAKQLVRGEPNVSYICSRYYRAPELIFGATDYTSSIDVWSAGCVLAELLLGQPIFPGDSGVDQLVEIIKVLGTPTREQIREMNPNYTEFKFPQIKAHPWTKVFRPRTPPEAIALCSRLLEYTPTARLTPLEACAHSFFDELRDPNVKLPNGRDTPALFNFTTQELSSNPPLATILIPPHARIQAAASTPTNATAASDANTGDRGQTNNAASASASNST
#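 Assay system: GST-tagged human GSK3beta kinase, cell-free; Input: 1.6 ng GSK3beta; Medium: Tris/MgCl2 kinase buffer; Timing: 60 min enzyme reaction, room temperature; Signal: ADP-Glo luminescence quantifying ADP generated by kinase; Evaluation: score relative to plate controls; Benchmarks: DMSO neutral wells and GW8510 at 20 µM as positive.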
# aSyn 5UTR inh – MLPCN primary screen, SNCA 5' untranslated region | actives 0.82% (n = 300,000) | inhibition, % (tested at 7.5 µM) | alpha-synuclein 5'UTR reporter, inhibitor activity; in the data active means inhibition above about 60%; inconclusive means no clear call, values can overlap the other calls;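 further: H4 neuroglioblastoma cells stably carrying SNCA 5'UTR luciferase fusion; 0% = DMSO wells and 100% = positive control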
# HIF activator – HIF pathway transcriptional activators, primary screen, cell-based, U2OS HRE-luciferase, luminescence; U2OS HRE-luciferase reporter; normalized: DMSO 0%, desferrioxamine 100%; activation, % at 7.5 µM (by protocol); actives 0.32% (n = 300,000);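 active means mean activation of at least 10% of the iron chelator positive control signal, with at least half of replicates also reaching 10%; inconclusive means mean and replicate majority disagree about reaching 10%; inactive means mean and most replicates under 10%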
# Starred values were filed as active, the others as inactive; ? = inconclusive; . = no result given; & = joins results of further samples. No enrichment for hits; any-hit rate near 4.7%.
no.	structure	HSP90 refold inh	HSF-1 act	AI-2 QS modul	GSK3A inh	HSF1 inh	IEC-6 cytotox	KLF5 inh	GSK3beta inhib	aSyn 5UTR inh	HIF activator
1	O=C(CN1CCOCC1)Nc1ccccc1Sc1ccccc1	1	5	22	.	-4	-2	-43	-1	5	-0.6
2	Cc1cccc(-n2c(Cc3cc(=O)[nH]c(=O)[nH]3)nnc2SCC(=O)NCc2ccco2)c1	2	.	.	-2	.	-2	-23	.	.	.
3	Nc1ccc(S(=O)(=O)O)cn1	-2&-3&-2	7&5	-1&3&20	-1&13&0	-4&-1	-2&-8&-3	-12&-11&-18	2&3&3	-13&15	-0.4&-0.2
4	CC(=O)N(C)c1ccc(NC(=O)/C=C/c2ccccc2Cl)cc1	1	23	4	-1	8	6	-73	8	-85	3.8
5	CC(=O)Nc1ccc(S(=O)(=O)c2ccc(N)cc2)cc1	-1	-12	33	-1	2	0	-5	-3	-11	-0.2
6	CCCNS(=O)(=O)c1ccc(OCC(=O)NCc2ccc3c(c2)OCO3)cc1	-2	-7	37	0	-6	-4	-5	-5	21	-0.8
7	COCCCNC(=O)CN(c1cc(C(F)(F)F)ccc1Cl)S(C)(=O)=O	2	-14	-6	-1	-4	4	-1	-1	-4	-0.3
8	CCOC(=O)N1CCN(c2ncnc3c2[nH]c2ccc(F)cc23)CC1	0	12	2	1	1	9	-14	0	-7	1.0
9	COCCn1c(C)cc(C2=NNC(=NC3CC3)SC2)c1C	70*	-67	14	6	-64*	-8	79*	-18	112*	-6.0
10	O=C(O)CNc1nc(-c2ccccc2)nc2ccccc12	-2	.	2	1	.	5	1	-3	-11	0.3
11	O=C1CCN(Cc2ccccc2)CCN1[C@H](CO)Cc1ccccc1	-6	-10	10	-1	-1	-5	13	0	8	-0.2
12	Cc1cc(C)nc(SCC(=O)NN)n1	-6	23	-7	-1	-4	-4	2	2	12	-0.3
13	COC(=O)c1cc2occc2n1CC(=O)Nc1ccc(C)cc1C	3	-2	22	0	1	4	-4	2	3	0.0
14	O=C(C1CCN(Cc2ccccc2)CC1)N1CCCC1	-3	-16	7	-3	-11	1	-12	3	24	-0.2
15	COc1cc(C(=O)O/N=C(\N)c2ccccn2)cc(OC)c1OC	-2	19	10	-1	13	2	-67	1	-34	2.8
16	CCCC(C)NC(=S)Nc1cc(C)cc(C)c1 (centres undefined)	1	-2	1	-2	2	7	3	2	-10	0.4
17	CC(=O)Nc1cc(NC(C)=O)cc(C(=O)N2CCCC3CCCCC32)c1 (centres undefined)	1	1	33	-2	-3	-2	-50	3	8	0.0
18	O=C(CSc1nnc(-c2ccccc2)n1-c1ccccc1)c1cccs1	1	20	23	-5	0	-4	-22	-2	3	0.0
19	COc1ccc(NC(=O)c2cccc(C(=O)Nc3ccc(OC)cc3)n2)cc1	-1	13	.	-1	8	2	-12	.	35	-0.6
20	CCCCCCn1c(CN2CCN(Cc3ccccc3)CC2)nc2c1c(=O)n(C)c(=O)n2C	0	18	6	-3	8	5	22	2	0	0.0
21	Cc1cc(C(=O)Nc2ccc3c(c2)OCCO3)c2ccccc2n1	0	20	14	-2	1	-3	-27	1	-12	-1.6
22	CCOC(=O)C1CCCN(CCC(=O)Nc2cccc(F)c2)C1 (centres undefined)	-4	29	33	1	6	-2	-20	-4	-7	-0.2
23	Cc1c(Br)c([N+](=O)[O-])nn1C(C)C(=O)Nc1c(C)n(C)n(-c2ccccc2)c1=O (centres undefined)	0	-7	13	-1	0	6	8	-1	8	-0.1
24	Cc1ccc(-n2nc3c(c2NC(=O)c2ccco2)CS(=O)(=O)C3)cc1C	2	-12	16	-1	-5	1	12	0	-10	-0.1
25	COc1ccc(C(=O)N2CCCC(Nc3ccc(F)c(F)c3)C2)c(OC)n1 (centres undefined)	-2	20	23	5	12	-3	-36	5	-11	0.4
26	CCOC(=O)c1c(C)[nH]c(C(=O)CN2C(=O)NC(C)(c3ccc(C)cc3)C2=O)c1C (centres undefined)	.	?	18	0	26	.	.	2	23	-1.1
27	CCN(CC)CCN(C(=O)C1=COCCO1)c1nc2cc3c(cc2s1)OCO3	-2	23	12	.	19	6	2	3	2	2.2
28	O=C(O)C(=O)Nc1nc(-c2ccc3c(c2)OCCO3)cs1	-5	-7	4	6	-8	-3	-24	3	-8	0.8
29	COc1ccc(CN2C(=O)c3cccnc3C2=O)cc1S(=O)(=O)N1CCOc2ccc(Cl)cc21	1	-1	33	-3	-1	-4	4	3	13	-0.1
30	Cc1ccc(-n2cc(C(=O)c3cc(Cl)ccc3O)cc(C#N)c2=O)cc1	0	-11	14	-2	1	-3	-23	4	-2	-0.3
31	CC12CC3CC(C)(C1)CC(C(=O)NCc1ccco1)(C3)C2	0	-12	20	-1	-6	-1	-5	4	3	0.0
32	Fc1ccccc1CN1CCCC(NC2CCC2)C1 (centres undefined)	-1	12	8	-1	-4	-1	-11	3	-3	1.2
33	Cc1ccc(-c2csc(N3CCC(NS(=O)(=O)c4ccc5c(c4)OCCO5)CC3)n2)cc1	6	-15	17	3	0	2	-7	4	-1	-0.8
34	O=C1CC(N2CCC(O)(c3ccc(Cl)cc3)CC2)C(=O)N1Cc1ccc(N2CCCC2=O)cc1 (centres undefined)	0	-3	9	-1	2	0	-18	2	-11	-0.4
35	CN(C)CCN1C(=O)c2oc3ccccc3c(=O)c2C1c1ccc(F)cc1 (centres undefined)	1	19	7	-3	6	1	-7	-3	-39	-0.3
36	CC(C)NS(=O)(=O)c1ccc2c3c(cccc13)CC2	0	-5	11	1	6	11	13	0	5	0.0
37	CC(C)C[C@H](NC(=O)[C@@H]1Cc2c([nH]c3ccccc23)C2c3ccccc3C(=O)N21)C(=O)N1CCC[C@@H]1C(=O)O (some centres undefined)	-5	15	14	-2	9	1	-24	4	-13	0.1
38	O=C(Nc1cccs1)Nc1cccnc1Cl	0	15	10	0	-4	3	-17	1	7	0.7
39	CC(C)c1nn2c(=O)cc(CSc3ccccc3NC(=O)c3ccccc3F)nc2s1	2	2	5	-2	0	6	0	0	-5	0.1
40	COC(=O)c1ccc(Cn2nnc3c(=O)[nH]c(C4CCCN(S(=O)(=O)c5ccc(C)cc5)C4)nc32)cc1 (centres undefined)	9	-1	13	.	3	4	-5	-1	3	-0.3
41	CNc1ccccc1C(=O)OC(C)C(=O)Nc1ccc(Cl)cn1 (centres undefined)	0	17	6	7	2	-1	4	-4	5	-0.8
42	COc1ccc(NC(=O)CSc2nnc3ccc(-c4cccnc4)nn23)c(OC)c1	.	6	-16	-4	0	.	.	-1	-2	0.0
43	CC(C)(C)c1nc(NCCO)c2nnn(Cc3ccccc3)c2n1	3	25	-6	-1	4	-1	-38	1	38	-0.2
44	O=S(=O)(c1ccccc1)N1N=C(c2cccs2)CC1c1cccc(O)c1 (centres undefined)	-3	1	1	-1	0	-1	-16	2	5	0.3
45	CC[N+]1(CC)CC2=Cc3c(ccc4ccccc34)C(C)C2C1 (centres undefined)	-1	10	10	1	4	2	-26	1	-1	-1.0
46	Cc1ccc(N(CC(=O)N/N=C/c2cc(C)n(-c3ccccc3C)c2C)S(C)(=O)=O)cc1	0	0	19	2	-7	3	-34	-1	21	-0.3
47	CCNC(=S)N1C2CCC1CC(NC(=O)Nc1ccc(C(=O)OCC)cc1)C2 (centres undefined)	0	-2	-9	-10	1	2	-17	2	25	-0.9
48	Cc1c(Cl)cccc1NC(=O)CSc1nc(=O)n(CCCN2CCOCC2)c2c1CCC2	.	24	6	-4	6	.	.	-1	-21	-0.1
49	Cc1nnc(SCC(=O)NCC2CCCCC2)n(N)c1=O	-1	-6	24	-1	2	-6	14	-1	-2	-0.1
50	CC(C)c1ccccc1-n1c(SCC(=O)N2CCN(c3ccccc3)CC2)nnc1-c1cccnc1	3	-7	14	2	-9	-1	-7	2	-5	-0.7
51	CCC(O)CNc1nc(-n2nc(C)cc2C)nc2sc3c(c12)CC(C)(C)OC3 (centres undefined)	1	10	11	-5	4	0	2	0	-6	0.0
52	C/C(=N\NC(=O)c1cc(-c2cccs2)nc2ccccc12)c1ccccn1	3	-4	40	.	4	2	-1	1	79*	2.0
53	C#CCOCCOCCOCCNc1nc(N2CCN(C(=O)[C@H](CCC(=O)O)n3cc(C(N)CO)nn3)CC2)nc(N2CCN(C(=O)[C@H](Cc3ccc(O)cc3)n3cc(C(N)CC(C)C)nn3)CC2)n1 (some centres undefined)	16	-4	24	-4	3	-6	7	2	3	-1.1
54	CC(=O)C1=C(O)C(=O)N(c2cccc(C(=O)O)c2)C1c1ccc(F)cc1 (centres undefined)	-3	-39	35	-2	-26	3	-27	4	17	0.4
55	CN1C(=O)C2(OCCCO2)c2cc(Cl)ccc21	-3	-4	23	-1	-6	-4	-24	2	8	-0.4
56	COc1ccc(OCC(=O)N2CCN(C(=O)c3ccc(F)cc3)CC2)cc1	0	-7	13	-2	2	2	2	-1	-11	-0.2

# Additional records:
no.	structure	HSP90 refold inh	HSF-1 act	AI-2 QS modul	GSK3A inh	HSF1 inh	IEC-6 cytotox	KLF5 inh	GSK3beta inhib	aSyn 5UTR inh	HIF activator
57	CC(C)c1nc(SCC(=O)Nc2ccc3c(c2)OCCO3)c2c(=O)n(C)c(=O)n(C)c2n1	0	-22	14	0	-2	1	-12	0	22	-0.3
58	Cc1c(-c2cccc(NC(=O)c3ccco3)c2)nc2ncccn12	0	6	27	0	1	0	-47	-3	-22	1.3
59	O=c1c2ccccc2nc2n1CC/C2=C/N1CCN(c2cccc(C(F)(F)F)c2)CC1	6	0	12	-1	-3	-1	-18	1	-8	-0.3
60	Cc1nn(C)c(C(=O)Nc2ccc(Br)cc2F)c1Br	3	20	8	-2	12	4	5	2	-110	1.1
61	CC(=O)C1=C(O)C(=O)N(c2nccs2)C1c1ccccc1F (centres undefined)	-2	1	2	0	4	-4	-12	2	-30	0.5
62	COc1ccc2cc(OC)c(C(=O)N3CCOCC3)cc2c1	-2	8	3	.	-1	1	-26	2	-9	-0.2
63	O=S(=O)(Cc1ccccc1Cl)c1ncn[nH]1	4	8	11	-2	-6	5	-31	-4	-17	-0.1
